NF-kB expr up – raises NF-kB expression in human neuronal cells | NF-kB reporter expression; stronger effect = higher value | fold change at 12.5 µM | 1.6% of 190,000 active | AID 1239; in the data active = fold change above about 3.3
STAT3 inh – inhibitors of IL-6 induced STAT3 signaling. U3A cells, IL-6 STAT3-luciferase reporter, luminescence; host cell line lacks STAT1. inhibition, % at 5.5 µM. 0.89% of 190,000 active;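 active = inhibition above the mean inhibition across all screened compounds plus 3 SD, cut at about 44% in these data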;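 note: 0% = DMSO only wells and 100% = 100 µM nifuroxazide control wells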
STAT1 inh – reduces IFN-gamma driven STAT1 reporter signal; NIH 3T3 STAT1-luciferase reporter, luminescence; inhibition, % at 5.5 µM; 0.35% of 200,000 active; AID 920;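 active = inhibition above a set limit, the mean inhibition across all tested compounds plus 3 SD, cut at about 34% in these data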;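 note: 0% = IFN-gamma with DMSO and 100% = IFN-gamma with 300 µM nifuroxazide; values of inactives mirror those of a sister screen read the other way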
STAT1 activator – activators of IFN-gamma induced STAT1 signaling | NIH 3T3 STAT1-luciferase reporter, luminescence; 100% = IFN-gamma alone, no compound | activation (% of control), % at 5.5 µM | 2.6% of 200,000 active | AID 932;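 active = activation above the screen-wide mean activation plus 3 SD, cut at about 130% in these data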;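 note: raw ratio to IFN-gamma control signal so 100% means no change and 0% no light; values of inactives mirror those of a sister screen read the other way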
STAT3 act – STAT3 signaling activation; U3A cells, IL-6 STAT3-luciferase reporter, luminescence; 100% = signal with IL-6 EC80 alone; activation (% of control), % at 5.6 µM; 0.91% of 190,000 active; AID 871;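 active = activation above the screen-wide mean of compound activation plus 3 SD, cut at about 130% in these data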;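 note: 0% = background luminescence of wells with medium and substrate only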
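Material: STAT3-luciferase reporter U3A cells. Controls: IL-6-treated wells, 100% activation. Read-out: % activation versus median of IL-6-stimulated wells. Probe or stimulus: IL-6 stimulus at 33 ng/mL final. Timing: compound 1 h, then IL-6 6 h at 37 °C. Signal: reporter luminescence signal.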
FLuc inhib CS – Photinus pyralis luciferase inhibition counter-screen; 1.5% of 200,000 active; AID 1006; P08659; ATPLite firefly luciferase biochemical luminescence, 10 min; inhibition, % at 10 µM;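 active = inhibition above about 50% when tested at 10 µM, limit read from the data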
Target sequence (P08659 whole entry, looked up): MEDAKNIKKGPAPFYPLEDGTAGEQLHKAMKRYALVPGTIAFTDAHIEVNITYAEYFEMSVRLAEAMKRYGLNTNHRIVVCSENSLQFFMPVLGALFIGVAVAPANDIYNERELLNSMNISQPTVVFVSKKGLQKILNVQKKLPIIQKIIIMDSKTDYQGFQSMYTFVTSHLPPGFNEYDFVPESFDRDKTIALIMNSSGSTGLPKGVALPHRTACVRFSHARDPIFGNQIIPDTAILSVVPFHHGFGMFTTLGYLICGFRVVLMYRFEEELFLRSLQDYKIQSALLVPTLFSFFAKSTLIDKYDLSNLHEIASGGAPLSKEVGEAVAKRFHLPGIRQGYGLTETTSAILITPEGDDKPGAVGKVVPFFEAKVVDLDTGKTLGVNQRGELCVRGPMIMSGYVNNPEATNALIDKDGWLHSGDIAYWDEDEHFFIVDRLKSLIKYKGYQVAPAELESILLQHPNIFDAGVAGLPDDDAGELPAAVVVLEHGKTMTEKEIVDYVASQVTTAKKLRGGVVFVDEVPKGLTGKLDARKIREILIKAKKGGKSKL
APP transl inh – APP translation inhibition. SH-SY5Y APP 5'UTR-luciferase reporter, luminescence. inhibition, % at 2 µM. 0.82% of 190,000 active;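 active = inhibition above a set limit, derived from the sample mean plus 3 SD, cut at about 45% in these data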; note: values of inactives mirror those of a sister screen read the other way
APP 5'UTR act – APP 5'UTR luciferase reporter activation; SH-SY5Y APP 5'UTR luciferase reporter, luminescence; zero percent = DMSO vehicle wells; activation, % at 2 µM; 1% of 190,000 active; AID 1276;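 active = activation above a set limit, based on mean plus 3 SD of controls, cut at about 140% in these data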; note: values of inactives mirror those of a sister screen read the other way
FLuc stim CS – affects firefly luciferase, flagging false hits in luciferase stimulation screens; P08659; ATPlite luciferase biochemical, luminescence, 10 min; 0 = ATP-free wells, 1 = DMSO control; activation factor at 10 µM; 200,000 tested, under 10 active; AID 1027;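 active = luciferase activation factor, scaled between plate controls, of at least 2 with compound at 10 µM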
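Assay system: Luciferase/luciferin detection reagent, cell-free biochemical luciferase assay / Read-out: luciferase activation / Benchmarks: No-ATP low control, compound-free enzyme-plus-ATP high control / Medium: PBS buffer for ATP / Detection: luminescence measurement of luciferase light output / Schedule: 10 min at ambient temperature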
ROMK mod – modulators of human ROMK potassium channel; AID 1918; B-score at 10 µM; Tet-inducible ROMK, thallium flux fluorescence; actives lie on both sides; 2% of 130,000 active;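 active = signal ratio slope over the read window, or its plate-corrected B-score, at least 3 SD from the plate mean, either direction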;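 note: B-score of the F/F0 ratio slope over 7 to 12 s after thallium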
Target sequence (P48048 whole entry, looked up): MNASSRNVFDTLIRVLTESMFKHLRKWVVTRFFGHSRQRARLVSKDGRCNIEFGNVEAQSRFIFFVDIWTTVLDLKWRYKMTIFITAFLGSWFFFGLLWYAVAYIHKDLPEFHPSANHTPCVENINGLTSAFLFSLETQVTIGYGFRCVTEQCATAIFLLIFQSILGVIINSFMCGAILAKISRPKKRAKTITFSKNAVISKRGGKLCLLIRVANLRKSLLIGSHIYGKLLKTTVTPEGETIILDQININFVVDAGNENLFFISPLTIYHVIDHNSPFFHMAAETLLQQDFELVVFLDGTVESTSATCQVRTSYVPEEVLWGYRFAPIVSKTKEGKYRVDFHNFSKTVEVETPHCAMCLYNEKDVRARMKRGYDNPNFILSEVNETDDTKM
* = called active by the depositor; / = not tested or not shown. Not a hit list; about 7.1% have a hit in one of these screens.

1) COc1ccc(-n2cc(CNC(C)c3ccncn3)c(-c3cccc(F)c3)n2)cc1 (configuration not stated)
2) Cc1c(C#N)c2ncn(Cc3ccccc3)c(=O)c2n1-c1ccccc1
3) O=C1c2ccccc2CN1CCNS(=O)(=O)c1ccc(Cl)cc1
4) Cc1ccc(Cn2nnnc2CN2CCC(O)(c3ccc(F)cc3)CC2)cc1
5) COc1ccccc1OCC(O)Cn1c(Br)nc2c1c(=O)[nH]c(=O)n2C (configuration not stated)
6) COc1ccc(CNc2ccc(S(N)(=O)=O)cc2)cc1
7) O=C(O)CCCN=Cc1c(O)c2ccccc2oc1=O
8) O=C(NC1CCCC1)C(c1ccccn1)N(C(=O)c1csnn1)C1CCCCC1 (configuration not stated)
assay / entry	1	2	3	4	5	6	7	8
NF-kB expr up	1.2	0.89	1.1	0.88	0.49	0.97	1	0.93
STAT3 inh	19	-16	5	10	5	-2	10	4
STAT1 inh	-6	-6	7	13	5	6	-5	3
STAT1 activator	104	106	94	88	95	95	106	97
STAT3 act	85	118	98	95	100	107	95	100
FLuc inhib CS	0	-1	-7	-12	-5	-2	4	-4
APP transl inh	1	-9	-1	0	-4	4	-5	-10
APP 5'UTR act	-1	9	1	0	4	-5	5	10
FLuc stim CS	1	1	1.1	1.1	1	1	1	1
ROMK mod	/	/	-0.019	/	/	/	1.4	/

9) Cc1cc(Cl)ccc1OCC(=O)NC1CCCC1
10) Cc1cccc(NC(=O)c2cc3c(=O)n4ccccc4nc3n(CC(C)C)c2=N)c1
11) O=C(c1cccs1)N1CCN(C2CCCCC2)CC1
12) CCN(CC)C(=O)CSc1nc2nc(C)cc(C)c2c(=O)[nH]1
13) CC(C)Cn1c(N2CCN(C(=O)/C=C/c3ccccc3)CC2)nc2ccccc21
14) O=C(O)CNC(=O)c1ccccc1NC(=O)c1ccco1
15) COc1ccc2c(c1OC)C(=O)N1N=C(c3ccc(Br)cc3)CC21 (configuration not stated)
16) CCC1=NC(c2ccc(OC)cc2OC)N(O)C1(C)C (configuration not stated)
assay / entry	9	10	11	12	13	14	15	16
NF-kB expr up	1.6	1.1	1.4	0.99	0.77	1.2	1	0.95
STAT3 inh	33	8	4	1	8	-2	13	-1
STAT1 inh	-7	8	4	-1	-5	7	-7	-3
STAT1 activator	106	92	96	101	103	93	106	103
STAT3 act	76	98	100	99	100	105	88	103
FLuc inhib CS	0	-2	-9	-4	1	-3	15	-2
APP transl inh	-17	6	-9	-4	-17	3	9	-6
APP 5'UTR act	17	-6	9	4	17	-3	-9	6
FLuc stim CS	1	1	1.1	1	1	1	0.9	1
ROMK mod	-0.82	-0.019	/	-0.59	-0.13	/	/	/

17) CCOc1cc(C(=O)Nc2ncn[nH]2)cc(OCC)c1OCC
18) CCSc1cc(N2CCCC2)nc(-c2cccc(C)c2)n1
19) CC1=CC2=NC(=O)/C(=C\c3cccn3CCOc3ccc(C)c(C)c3)C(=N)N2O1
20) CCCS(=O)(=O)N1CCC(C(=O)NCCN2CCC(Cc3ccccc3)CC2)CC1
21) O=C1C2C3CCCC3=C3CCCC3C2C(=O)N1c1ccc(F)cc1 (configuration not stated)
22) Cc1cccc(OC(=O)C2C(c3ccccc3)C(C(=O)O)C2c2ccccc2)c1 (configuration not stated)
23) COCCn1c(SCC(=O)c2c(-c3ccccc3)n(C)c3ccccc23)nnc1-c1ccncc1
24) O=C(CCc1ccc(S(=O)(=O)NCCc2ccccc2)cc1)Nc1ccc2c(c1)OCO2
assay / entry	17	18	19	20	21	22	23	24
NF-kB expr up	0.92	1.1	1.1	1.1	1	0.9	0.89	1.1
STAT3 inh	-3	8	3	9	-5	10	-21	-6
STAT1 inh	-15	2	3	6	12	7	0	3
STAT1 activator	111	98	97	95	89	94	100	97
STAT3 act	103	100	98	96	107	97	113	105
FLuc inhib CS	-9	-2	-7	-5	-2	-4	-5	-7
APP transl inh	-10	-30	/	-2	9	-12	-10	11
APP 5'UTR act	10	31	/	2	-9	13	10	-11
FLuc stim CS	1.1	1	1.1	1	1	1	1.1	1.1
ROMK mod	0.41	0.24	-0.92	/	-0.85	-1.1	/	-0.26

25) Cc1ccc2nc(CSc3nnc(-c4ccco4)n3-c3ccccc3)cc(=O)n2c1
26) COC(=O)c1sc(N)nc1C(C)(C)C
27) CCNCCNC(=O)c1c(O)c2ccccc2n(CC)c1=O
28) COc1ccccc1/C=C/C(=O)Nc1ccc2c(c1)CCC2
29) COc1cccc(NC(=O)c2ccc(-n3cccn3)nc2)c1
30) CCS(=O)(=O)c1nc2ccccc2n1CC(=O)N1CCOCC1
31) O=C(Nc1ccc(Br)cc1)C1CCCN(S(=O)(=O)c2cccnc2)C1 (configuration not stated)
32) COC(=O)[C@H](CCSC)NC(=O)NCc1ccccn1
assay / entry	25	26	27	28	29	30	31	32
NF-kB expr up	/	1.1	1.2	7.8*	1.3	1.7	1.1	0.98
STAT3 inh	9	10	11	-12	23	3	10	6
STAT1 inh	-2	5	10	-66	3	1	14	1
STAT1 activator	102	95	91	161*	97	99	86	99
STAT3 act	95	96	96	108	89	97	95	98
FLuc inhib CS	/	-1	1	25	5	-6	-3	-5
APP transl inh	-9	5	-11	-176	11	-6	-13	-6
APP 5'UTR act	9	-5	11	176*	-11	6	13	6
FLuc stim CS	/	1	1	0.7	0.9	1.1	1	1
ROMK mod	/	/	/	/	/	/	-1.2	0.075

33) CCOC(=O)Cn1c(C)nc2ccccc21
34) CC(=O)Nc1ccc(OS(=O)(=O)c2cc(Cl)ccc2C)cc1
35) O=c1cc[nH]c2c(C(F)(F)F)cccc12
36) Cn1c(=O)[nH]c(=O)c2c1nc(N1CCCCCC1)n2Cc1cccc2ccccc12
37) CC(NC(=O)Cc1cccc(C(F)(F)F)c1)c1ccc(F)cc1 (configuration not stated)
38) Cn1c(=O)c2c(nc(NC3CCCCC3)n2CC(=O)C23CC4CC(CC(C4)C2)C3)n(C)c1=O
39) COC(=O)c1ccc(N/C(=N/S(=O)(=O)c2ccccc2)c2ccccc2)cc1
40) O=c1c(Cc2ccc(Cl)cc2)c(O)ccn1Cc1ccncc1
assay / entry	33	34	35	36	37	38	39	40
NF-kB expr up	1.1	0.84	1.3	1.5	0.88	1.2	0.93	1.1
STAT3 inh	-2	18	18	-3	-11	-8	-6	17
STAT1 inh	-5	-2	3	0	4	-6	3	-2
STAT1 activator	105	101	97	100	94	105	97	99
STAT3 act	103	93	88	105	114	112	110	90
FLuc inhib CS	-7	-3	0	-6	-6	-10	-6	-2
APP transl inh	2	9	-1	6	-21	-9	-2	-6
APP 5'UTR act	-2	-9	1	-6	21	9	2	6
FLuc stim CS	1.1	1	1	1.1	1.1	1.1	1.1	1
ROMK mod	-0.86	0.14	0.032	-0.39	-1.4	/	/	0.64

41) COc1cccc(C(=O)/C=C/Nc2cccc(O)c2)c1
42) CNC(=O)NC1CCCCc2sccc21 (configuration not stated)
43) Cc1ccc(/C=C/C(=O)NCc2cccs2)c(C)c1
44) CC1CC(C(F)(F)F)n2nc(C(=O)O)cc2N1 (configuration not stated)
45) NS(=O)(=O)c1cccc(NC(=O)CSc2nc3ccccc3n2-c2ccccc2)c1
46) Clc1ccc2c(c1)C(N1CCNCC1)=Nc1ccccc1O2
47) CN(C)c1c(N)c(=O)oc2ccccc12
48) O=C(CN1C(=O)C2C3C=CC(C3)C2C1=O)NCc1ccccc1 (configuration not stated)
assay / entry	41	42	43	44	45	46	47	48
NF-kB expr up	12*	1	2.2	2.5	1.1	1	1.2	0.89
STAT3 inh	102*	0	8	7	9	5	-17	8
STAT1 inh	20	-3	-30	12	55*	1	-2	-6
STAT1 activator	87	103	126	89	48	99	100	106
STAT3 act	15	104	103	100	93	97	117	96
FLuc inhib CS	96*	-6	25	-2	-1	-4	-3	-8
APP transl inh	-148	10	-66	-12	-2	-50	-8	0
APP 5'UTR act	148*	-10	66	12	2	50	7	0
FLuc stim CS	0	1.1	0.8	1	1	1	1	1.1
ROMK mod	0.29	-0.69	-0.73	0.92	/	/	0.61	/

49) CC(C)(C)c1ccc(C(=O)NCC(=O)OCC(=O)Nc2nc(-c3ccc(F)cc3)cs2)cc1
50) O=C(CCCCCn1c(=S)[nH]c2ccccc2c1=O)N1CCOCC1
51) COc1ccc(-c2csc(NC(=O)c3ccc(N4C(=O)CCC4=O)cc3)n2)cc1
52) O=C(NCc1ccco1)/C(=C/C=C\c1ccccc1)NC(=O)c1ccc(Br)o1
53) O=[N+]([O-])c1ccc(C2(O)CN(c3ccccc3)C3=[N+]2CCS3)cc1 (configuration not stated)
54) Cc1cccc(C)c1-n1cccc1/C=C1\SC(=S)N(c2cccc(C(=O)O)c2)C1=O
55) COc1ccc(NC(=O)CN2CCC(C(N)=O)(N3CCCCC3)CC2)c(OC)c1
56) Cc1ccc(N2CCN(C(=S)c3ccc(N(C)C)cc3)CC2)cc1
assay / entry	49	50	51	52	53	54	55	56
NF-kB expr up	1.8	0.9	0.87	1	0.9	1.2	0.97	1.2
STAT3 inh	8	0	33	6	-3	4	6	16
STAT1 inh	-20	-1	10	0	-8	0	-1	-8
STAT1 activator	116	101	90	100	105	98	97	108
STAT3 act	96	104	75	96	103	101	99	89
FLuc inhib CS	0	0	-3	-5	-3	0	-5	-1
APP transl inh	-48	-14	19	-3	-5	-2	-9	-17
APP 5'UTR act	48	14	-19	3	5	2	9	17
FLuc stim CS	1	1	1	1	1	1	1.1	1
ROMK mod	-1.1	/	0.62	-0.44	-0.69	-0.6	0.1	0.072

Arranged by SMILES length (falling): 3 of the compounds above.
51) COc1ccc(-c2csc(NC(=O)c3ccc(N4C(=O)CCC4=O)cc3)n2)cc1
52) O=C(NCc1ccco1)/C(=C/C=C\c1ccccc1)NC(=O)c1ccc(Br)o1
50) O=C(CCCCCn1c(=S)[nH]c2ccccc2c1=O)N1CCOCC1
assay / entry	51	52	50
NF-kB expr up	0.87	1	0.9
STAT3 inh	33	6	0
STAT1 inh	10	0	-1
STAT1 activator	90	100	101
STAT3 act	75	96	104
FLuc inhib CS	-3	-5	0
APP transl inh	19	-3	-14
APP 5'UTR act	-19	3	14
FLuc stim CS	1	1	1
ROMK mod	0.62	-0.44	/

New compounds follow.
57) Cc1ccc(NS(=O)(=O)c2ccc(Cl)c(C(=O)Nc3ccccc3-c3nc4ccccc4[nH]3)c2)cc1C
58) Cc1cccc(C(=O)N2CCN(C(=O)c3cccc(C)c3)C(C)C2)c1 (configuration not stated)
59) CC1CCCN(C(=O)CN2C(=O)c3ccccc3C2=O)C1 (configuration not stated)
60) O=C(C1CCC1)N1CCC(O)(c2cccc(F)c2)CC1
assay / entry	57	58	59	60
NF-kB expr up	0.94	0.87	1.2	1.4
STAT3 inh	1	-2	2	12
STAT1 inh	5	-7	5	-11
STAT1 activator	95	106	96	108
STAT3 act	99	103	105	97
FLuc inhib CS	-3	-5	-8	3
APP transl inh	26	-2	0	6
APP 5'UTR act	-26	2	0	-6
FLuc stim CS	1	1.1	1.1	1
ROMK mod	0.44	/	1.6	1.9

Just STAT3 inh (4 entries from above):
cpd | compound | STAT3 inh
9 | Cc1cc(Cl)ccc1OCC(=O)NC1CCCC1 | 33
22 | Cc1cccc(OC(=O)C2C(c3ccccc3)C(C(=O)O)C2c2ccccc2)c1 (configuration not stated) | 10
60 | O=C(C1CCC1)N1CCC(O)(c2cccc(F)c2)CC1 | 12
12 | CCN(CC)C(=O)CSc1nc2nc(C)cc(C)c2c(=O)[nH]1 | 1
